# DTT redox prof: compounds producing H2O2 with reducing agent – biochemical, NIH compound library profiling, artefact control for MLSCN library redox annotation, primary screen; 200,000 tested, 0.03% active; DTT-dependent redox cycling H2O2, phenol red/HRP absorbance; 100% = 100 µM peroxide control, 0% = buffer; activation, % at 10 µM; AID 878, 2007;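 active means activation of at least 50% relative to the plate's high and low controls in the primary single-dose screen; inactive means activation below 50%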;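 further: compound incubated with DTT at 0.8 mM final as the reducing agent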
# PMI activator: activators of human PMI, primary screen, biochemical, fluorescence intensity, near-Km mannose 6-phosphate; Mannose-6-phosphate isomerase (Homo sapiens), P34949; purified human PMI, coupled resazurin fluorescence, 20 min; hits give high values; 1 = vehicle control, 0 substrate-free wells; 190,000 tested, 0.005% active; activation factor at 20 µM;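 active means activation factor of 2 or more at 20 µM, relative to plate controls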
# Target sequence (P34949 whole entry, looked up): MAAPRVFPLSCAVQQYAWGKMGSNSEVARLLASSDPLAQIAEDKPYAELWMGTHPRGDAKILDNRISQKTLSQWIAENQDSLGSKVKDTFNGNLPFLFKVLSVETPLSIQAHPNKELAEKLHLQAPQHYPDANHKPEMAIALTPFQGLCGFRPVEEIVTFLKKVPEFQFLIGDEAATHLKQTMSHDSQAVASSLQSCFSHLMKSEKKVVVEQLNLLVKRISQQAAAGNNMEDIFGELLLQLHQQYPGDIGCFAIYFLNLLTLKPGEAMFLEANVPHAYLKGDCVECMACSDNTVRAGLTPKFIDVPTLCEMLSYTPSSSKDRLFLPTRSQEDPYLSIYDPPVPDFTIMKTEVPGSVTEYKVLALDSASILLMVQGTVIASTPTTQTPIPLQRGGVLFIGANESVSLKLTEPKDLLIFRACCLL
# Hsp70 activator: Hsp70 transcriptional activators, primary screen, cell-based, HeLa, Hsp70 promoter luciferase, luminescence, 10 µM. HeLa Hsp70 promoter luciferase reporter; scaled: vehicle 0, proteasome-inhibitor control 100%. activation, % at 10 µM. 200,000 tested, 0.04% active;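 active means activation above the mean across all tested compounds plus 3 SD, cutoff set per campaign, cut at about 5.5% in these data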;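 further: 100% = MG132 at 30 µM as the positive control and 0% = DMSO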
# TLR4-MyD88 BLA: inhibitors of TLR4-MyD88 association in cells, primary screen, cell-based, HeLa CL3-4, BLA complementation, FRET ratio; HeLa CL3-4 TLR4/MyD88 BLA complementation; 200,000 tested, 0.18% active; inhibition, % at 8.4 µM; in the data active means inhibition above about 25%;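 further: 0% = vehicle and 100% = reference inhibitor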
# RAM network inh: inhibitors of the yeast RAM network, primary screen, dse1pr::URA3 reporter, 5-FOA selection; S. cerevisiae dse1pr::URA3 reporter, 5-FOA growth OD615, 2 d; analog-sensitive cbk1-as2 kinase mutant strain; inhibition, % at 50 µM; 190,000 tested, 1.8% active;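 active means inhibition above a set limit, 3 SD over mean compound inhibition, cut at about 8.4% in these data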;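 further: 0% = DMSO-only wells with no growth and 100% = 10 µM 1-NA-PP1 full growth; inhibition rescues growth on 5-FOA so higher OD means more RAM inhibition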
# L major viab: Leishmania major promastigote growth inhibition, primary screen. 200,000 tested, 9% active. Leishmania major promastigotes, resazurin fluorescence viability. AID 1063, 2008. inhibition, % at 10 µM;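 further: promastigotes grown with compound for 44 hours at 28 °C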
# Diaphorase inh: diaphorase inhibitors and chemical oxidizers, primary screen, counter-screen for diaphorase-coupled primary assays, biochemical, uHTS, resorufin fluorescence; diaphorase resazurin-to-resorufin fluorescence, NADH, 16 min; bacterial (C. kluyveri) enzyme, not human; inhibition, % at 20 µM; 190,000 tested, 0.69% active;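 active means primary screen inhibition at 20 µM above a set limit, cut at about 50% in these data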;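 further: plate controls were DMSO with full reaction for no effect and wells lacking NADH for full effect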
#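 Benchmarks: positive control wells lacking NADH, neutral wells with DMSO only. System: bacterial diaphorase enzyme (C. kluyveri). Input: 0.14 U/mL diaphorase, enzyme working solution. Detection: resorufin fluorescence, excitation 544 nm, emission 590 nm. Times: 16-min room-temperature incubation before reading.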
# Diaph act CS: compounds boosting diaphorase resazurin reduction – biochemical, uHTS, resorufin fluorescence, counter-screen for diaphorase-coupled primary assays, primary screen; Diaphorase/resazurin coupled assay, 16 min; hits give high values; 1 = vehicle wells, 0 = NADH-free wells; activation factor at 20 µM; 190,000 tested, 0.005% active; AID 1229, 2008;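 active means diaphorase activity raised at least twofold by the compound at 20 µM; inactive means activation factor below 2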
#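 test system = bacterial diaphorase enzyme (C. kluyveri) | quantity = enzyme 0.07 U/mL final | reagent = NADH substrate 0.114 mM plus resazurin dye 0.1 mM, final | incubation = 16 min enzyme reaction, ambient temperature | buffer or medium = HEPES pH 7.4 buffer with MgCl2 and Tween 20 | signal = fluorescence of resorufin, 544 nm excitation, 590 nm emission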
# PMI act satM6P: human PMI activators, high substrate, primary screen, biochemical, fluorescence intensity, near-saturating mannose 6-phosphate; Mannose-6-phosphate isomerase (Homo sapiens), P34949; coupled PMI enzyme assay, resazurin fluorescence, 20 min; hits give high values; 1 = untreated enzyme, 0 = substrate-free blank; activation factor at 20 µM; 190,000 tested, 0.34% active; AID 1216, 2008;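 active means activation factor of 2 or more at 20 µM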
#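 assay system = human phosphomannose isomerase with PGI, G6PDH, diaphorase coupling enzymes | quantity = 15 ng/mL PMI | incubation = enzyme reaction with compound 20 min at room temperature | medium = HEPES pH 7.4 buffer with MgCl2 and Tween-20 | compound dosing = one concentration, 20 µM, in 1% DMSO | measured by = Diaphorase-driven resazurin-to-resorufin fluorescence, excitation 544, emission 590 nm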
# G6PDH counter: L. mesenteroides G6PDH inhibitors, counter-screen for G6PDH-coupled screening assays, biochemical, Leuconostoc mesenteroides enzyme; Purified L. mesenteroides G6PDH, diaphorase/resazurin coupled fluorescence, 45 min; inhibition, % at 5 µM; 200,000 tested, 0.12% active; glucose-6-phosphate dehydrogenase [Leuconostoc mesenteroides]
# S1P3 antag: S1P3 receptor antagonists, primary screen, cell-based; Sphingosine 1-phosphate receptor 3 (Homo sapiens), Q99500; inhibition, % at 4.98 µM; CHO S1P3 NFAT-BLA reporter, FRET fluorescence, antagonist mode; AID 485, 2006; 170,000 tested, 0.27% active;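 active means inhibition above the plate cutoff, the mean inhibition of test wells on that plate plus 3 SD, cut at about 28% in these data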;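 further: cells challenged with S1P at its EC80 of 0.8 µM; blue over green emission ratio from cleaved BLA substrate after 4 h stimulation; 0% = S1P-stimulated wells and 100% = unstimulated DMSO-only wells; some compounds past the cut are filed as inactive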
# Target sequence (Q99500 whole entry, looked up): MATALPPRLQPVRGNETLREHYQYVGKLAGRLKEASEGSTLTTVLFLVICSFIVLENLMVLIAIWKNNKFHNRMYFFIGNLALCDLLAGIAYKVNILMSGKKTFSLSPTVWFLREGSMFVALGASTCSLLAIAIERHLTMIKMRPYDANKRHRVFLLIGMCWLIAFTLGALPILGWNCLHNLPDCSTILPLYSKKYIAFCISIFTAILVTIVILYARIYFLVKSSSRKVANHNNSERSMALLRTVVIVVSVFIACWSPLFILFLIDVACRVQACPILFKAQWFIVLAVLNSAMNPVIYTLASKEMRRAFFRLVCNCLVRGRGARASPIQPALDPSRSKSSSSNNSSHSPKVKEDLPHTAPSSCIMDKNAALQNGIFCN
# * = called active by the depositor; x = not tested or not shown. Unless noted, no stated cut-off is given here; in the data, active means inhibition above about 50%; inactive means the rest.
SMILES,DTT redox prof,PMI activator,Hsp70 activator,TLR4-MyD88 BLA,RAM network inh,L major viab,Diaphorase inh,Diaph act CS,PMI act satM6P,G6PDH counter,S1P3 antag
Cc1cccc(N=C2NN=C(c3c(C)[nH]c4ccccc34)CS2)c1,0.1,0.9,-0.3,-2,5.3,3,20,0.8,1.1,11,0
CC(NC(=O)Cc1ccc(F)cc1)C(c1cccs1)N1CCN(C)CC1 (stereo unspecified),1.0,1,-0.1,3,-0.2,-9,14,0.9,1,1,-24
CC(=NCc1ccco1)c1c(C)[nH]n(-c2nc3ccccc3s2)c1=O,0.9,1,0.0,5,3.1,-3,8,0.9,1,5,15
CCCn1nnnc1SCC(=O)Nc1nnc(CC)s1,2.3,1.1,-0.2,-3,3.4,-2,16,0.8,1,2,-6
CCOCCCNC(=O)CN1C(=O)CSc2cc(S(=O)(=O)N3CCCCCC3)ccc21,-3.2,1,0.2,-12,-0.1,0,11,0.9,1,1,3
CCN1CCCC1CNC(=O)C1CCCN(S(=O)(=O)c2cccc3nsnc23)C1 (stereo unspecified),1.1,1.1,-0.1,-3,0.4,29,-18,1.2,1,9,-4
O=c1cc(Cl)c(-c2ccccc2)n[nH]1,0.0,1,0.0,7,-0.6,-5,12,0.9,1,12,x
O=C(O)Cc1ccc(O)c(F)c1,0.0,1.1,-0.2,12,0.1,-8,2,1,1.1,8,4
Cc1ccc(-c2nn(-c3ccccc3)cc2/C=N/NC(=O)c2ccncc2)o1,0.0,1.1,-0.1,-21,0.1,29,16,0.8,1,4,7
C[C@@H]1C=C(C(=O)N2CCOCC2)O[C@H](OCc2ccc(CO)cc2)C1,0.4,0.8,0.1,-4,-0.6,-8,10,0.9,1,13,-4
Cc1ccc(NC(=O)c2ccccc2)s1,3.0,1,0.2,2,-1.0,69*,17,0.8,1.2,6,-13
Cc1ccc(NC(=S)NCC2CCCO2)cc1C (stereo unspecified),-0.7,0.9,0.6,-3,-0.1,-6,20,0.8,1,13,x
CC(=O)c1ccc(NS(=O)(=O)c2ccccc2)cc1,2.2,0.9,-0.2,-5,0.6,8,12,0.9,1,2,-15
Cc1ccccc1NC(=S)NC(=O)c1cc(-c2ccccc2)nc2ccccc12,-7.5,0.9,0.3,1,4.0,40,16,0.8,0.9,-2,x
O=C(CN1CCc2ccccc21)NC(c1ccccc1)c1ccccc1,0.6,1.1,-0.2,-4,3.4,29,15,0.8,1.1,15,-14
Clc1cccc(Cl)c1COc1ccccn1,2.0,1.1,-0.3,-5,0.9,-1,5,1,1,16,-32
CCOC(=O)N1CCN(C(=O)C(=O)NNC(=O)COc2ccc(Cl)c(C)c2)CC1,0.0,0.8,-0.3,-2,0.3,-7,13,0.9,0.9,0,-2
CC(C)NS(=O)(=O)c1cc(C(=O)O)ccc1Cl,-0.5,1.1,-0.4,-9,1.6,0,8,0.9,1,8,-4
O=S(Cc1ccccc1)CC(O)(c1ccc(Cl)cc1)c1ccc(Cl)cc1 (stereo unspecified),-6.0,0.9,-0.3,-9,4.4,15,6,0.9,1,4,x
Cn1c(=O)c2c(nc(SCC(=O)OCc3ccccc3)n2C)n(C)c1=O,2.3,1.1,-0.5,0,4.5,-3,14,0.9,1,2,-20
CC(=O)OC1OCCOC1NC(=S)NCc1ccco1 (stereo unspecified),-0.9,0.8,-0.3,-12,0.8,-9,16,0.8,0.9,8,-3
COc1cc2c(cc1NC(=O)CN1CCN(S(=O)(=O)c3ccc(F)cc3)CC1)oc1ccccc12,0.3,1.2,-0.1,-1,4.2,45,14,0.9,1.5,-34,23
CC(=O)c1sc(NC(=O)CCCOc2ccccc2C)nc1C,0.3,1,-0.2,0,1.8,-7,1,1,1,2,2
CCn1ccnc1C(O)c1ccccc1OC (stereo unspecified),0.3,1,-0.1,-5,0.8,-7,8,0.9,1.1,13,x
Cc1ccccc1-n1nc(-c2cccnc2)cc1C(=O)NN,-0.8,1.1,-0.3,1,0.9,4,-1,1,1,0,-35
CCCC(=O)Nc1sc2c(c1C(=O)Nc1ccccn1)CCCC2,-0.1,0.8,-0.4,2,0.0,11,14,0.9,0.9,12,11
COc1ccc(/C=N/NC(=O)CCCOc2ccc(Cl)cc2Cl)cc1[N+](=O)[O-],-2.4,0.9,-0.1,-5,2.8,4,4,1,1,4,x
CSc1ccc(S(=O)(=O)NCCOc2ccccc2C)cc1,0.5,0.9,0.4,-4,1.5,-4,7,0.9,0.9,4,-15
CC(=O)Nc1ccc(-c2nnc(SCC(=O)n3c4c(c5ccccc53)CCCC4)n2C)cc1,0.2,0.9,-0.1,4,1.4,-3,10,0.9,0.9,-40,-2
CC(C)c1nnc(NC(=O)CCC(=O)N2CCN(c3ccccn3)CC2)s1,2.5,0.9,0.0,-6,-1.3,-8,12,0.9,0.9,11,x
C=CCn1c(N2CCN(c3ccc(OC)cc3)CC2)nc2c1c(=O)[nH]c(=O)n2C,-0.4,0.9,-0.2,8,2.2,1,19,0.8,0.9,12,3
Cc1ccccc1NC(=O)/C=C/c1cccs1,-1.2,1,0.0,-15,3.5,-5,8,0.9,1,3,13
COc1ccc(/C=C/C(=O)N(C)Cc2cccs2)cc1S(=O)(=O)N1CCOCC1,-1.0,1,-0.2,3,-1.0,-2,7,0.9,1,7,-7
O=C(COc1ccc(Cl)cc1)OCc1csc(Nc2ccccc2)n1,0.6,0.9,-0.4,-10,1.6,-5,14,0.9,1,10,-21
O=C(CCn1c(=O)c2ccccc2n(Cc2ccccc2)c1=O)NCc1ccc2c(c1)OCO2,0.1,1,-0.4,14,1.8,4,3,1,1.1,6,x
Cc1noc(C)c1COc1cccc(C(=O)NCc2cccc(Cl)c2)c1,1.6,0.9,-0.4,0,2.6,73*,14,0.9,1,-4,x
COc1ccc(-c2cc(C(F)F)n3ncc(C(=O)Nc4cnn(Cc5ccccc5)c4)c3n2)cc1,0.4,0.9,-0.2,-12,5.3,11,23,0.8,1,4,-24
CN(C)CCCNC(=O)c1ccc(-c2ccccc2)cc1,2.2,1,0.2,-13,0.0,86*,15,0.9,0.9,2,-29
COc1ccc(CNC(=O)CSc2ccsc2[N+](=O)[O-])cc1,0.9,1,-0.1,2,3.1,1,21,0.8,1,2,2
Cc1sc2nc(COC(=O)c3ccc(N4CCCC(C)C4)c([N+](=O)[O-])c3)[nH]c(=O)c2c1C (stereo unspecified),-0.4,0.9,-0.1,3,4.1,-6,-2,1,1,-14,-13
CCc1ccccc1-n1c(SCC(=O)NC)nnc1-c1cccnc1,0.2,1,0.0,13,0.8,0,4,1,1.1,12,-5
Cc1cc(-c2nnc(CCC(=O)NC(Cc3ccccc3)c3ccccc3)o2)no1 (stereo unspecified),-0.9,1,-0.4,-7,3.8,0,-4,1,1,6,2
O=S(=O)(NCc1ccc(Cl)cc1)NCc1ccccc1F,-0.8,1,-0.4,11,4.8,-7,9,0.9,1,-9,5
CC(=O)c1c(C)nn(CCC(=O)O)c1C,1.3,1,-0.5,0,0.1,-4,4,1,1.1,2,9
c1csc(-c2nnc(COc3ccc4c(c3)OCO4)o2)c1,0.3,1,0.2,3,1.1,6,4,1,0.9,4,-12
NC(=O)Nc1ccccc1C(=O)N1CCC(O)(c2ccc(Cl)cc2)CC1,5.1,1,-0.5,-1,0.4,4,13,0.9,1,-2,8
Cc1ccc(-c2nc(SCC(=O)c3c(N)n(C)c(=O)n(C)c3=O)n[nH]2)cc1,-0.3,1.1,0.3,-1,4.1,-5,-1,1,1.1,-4,8
CC1CCCCC12NC(=O)N(CC(=O)NC(=O)NCc1ccco1)C2=O (stereo unspecified),0.8,1,-0.3,-6,-0.8,-3,7,0.9,1.1,3,x
O=C(Cc1ccccc1)NCCCN1CCN(CCCNC(=O)Cc2ccccc2)CC1,1.0,1,0.2,1,1.3,-5,0,1,1,-4,-7
Cc1[nH]c2ccccc2c1C(=O)COc1ccccc1,0.0,1,-0.1,-12,2.4,-2,21,0.8,0.9,5,-7
O=S(=O)(NCCNc1ncc(C(F)(F)F)cc1Cl)C(F)(F)F,-0.8,0.9,0.3,8,0.5,-4,14,0.9,0.9,0,-1
O=C(Nc1ccc(Cl)c(S(=O)(=O)N2CCOCC2)c1)c1cc(-c2ccccn2)nc2ccccc12,-1.6,0.9,-0.2,-3,2.6,16,21,0.8,0.9,-1,7
COc1ccc(C2CC(c3cccs3)n3nc(N)nc3N2)cc1 (stereo unspecified),-0.3,0.9,0.0,-9,1.9,-6,7,0.9,0.8,0,-9
COc1ccc(C(=O)NCC(=O)N/N=C/c2cn[nH]c2-c2ccccc2)cc1,-0.5,1.1,0.0,7,1.8,-4,8,0.9,1.1,-6,-4
Cc1ccc(-c2nnn(CC(=O)N(c3ccc(F)cc3)C(C(=O)NC(C)(C)C)c3ccco3)n2)o1 (stereo unspecified),0.3,1,0.2,0,5.7,-2,5,1,1,11,x

# Screens (PubChem)
